LDHA inh – blocks human lactate dehydrogenase A. activity change, % (values are at about 110 or 230 µM). purified LDHA, NADH/diaphorase-resazurin fluorescence; active compounds read low. 480,000 tested, 0.15% active. AID 1347041; in the data active means activity change below about -30%; inconclusive means mostly about -25% to -30%;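 further: plate controls were DMSO wells for no effect and wells without enzyme for full effect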
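LDH5 2 nM; NADH 0.06 mM, pyruvate 0.2 mM; 200 mM Tris pH 7.4, EDTA, Tween-20; 5 min RT. Detection: diaphorase 0.133 mg/mL + resazurin 37 µM, fluorescence ex540/em590 at 0 and 20 min; normalized to enzyme-free and DMSO wells.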
Vif-A3F inh – Vif-A3F binding inhibition. HeLa A3F-eYFP + Vif (tagged APOBEC3F with the HIV-1 protein that degrades it), YFP fluorescence increase. Potency, µM (highest dose often 46.1 µM), for inactives: at the highest dose activity, negative = active. 390,000 tested, 0.2% active; further: potency means the concentration at half of the fitted maximal effect; % of control where 0% means no effect; nearly all actives have a fitted effect of over 65% in size
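Fluorescence increase (Ex 488/Em 500-530) after overnight compound treatment at 37 deg C flags inhibition of Vif-driven A3F-eYFP loss in stable HeLa A3F-eYFP/Vif cells seeded overnight beforehand.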
TrxR1 substrate – rat thioredoxin reductase 1 substrate activity. Potency, µM (doses to about 114 µM), inactives show at the highest dose activity change, negative = substrate turnover. purified TrxR1 substrate turnover, NADPH consumption readout. 390,000 tested, 0.01% active; further: potency means the concentration at half of the fitted maximal effect; on the % scale 0 is the no-effect control and ±100 the full control effect; nearly all actives have a fitted effect of over 50% in size
Target sequence (O89049 whole entry, looked up): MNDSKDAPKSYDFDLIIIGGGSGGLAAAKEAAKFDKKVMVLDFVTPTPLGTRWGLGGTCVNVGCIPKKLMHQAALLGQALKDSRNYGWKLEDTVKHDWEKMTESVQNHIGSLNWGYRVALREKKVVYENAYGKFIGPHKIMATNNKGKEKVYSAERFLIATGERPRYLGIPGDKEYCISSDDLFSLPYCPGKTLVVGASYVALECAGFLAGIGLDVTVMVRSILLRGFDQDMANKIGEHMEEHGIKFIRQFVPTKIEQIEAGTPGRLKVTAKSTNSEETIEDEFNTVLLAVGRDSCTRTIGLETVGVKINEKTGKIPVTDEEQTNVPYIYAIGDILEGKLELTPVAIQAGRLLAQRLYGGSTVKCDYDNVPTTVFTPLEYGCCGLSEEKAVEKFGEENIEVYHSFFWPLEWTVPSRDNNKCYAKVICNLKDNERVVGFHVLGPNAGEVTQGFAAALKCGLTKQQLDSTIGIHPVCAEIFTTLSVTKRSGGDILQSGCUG
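Rat TrxR1, dispensed at 90 nM, was prereduced with 400 uM NADPH (final) for 5 min at ~22 deg C, then incubated with compound 15 min before 400 uM selenite. A first-read NADPH fluorescence drop versus no-compound background flagged substrates.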
rTrxR1 inhibitor – blocks rat thioredoxin reductase 1; O89049; Potency, µM (highest dose often 114 µM), for the others: at the highest dose activity change, negative = inhibition, usual class: inhibitors; 390,000 tested, 1% active; recombinant rTrxR1, NADPH fluorescence consumption, selenite substrate; AID 588453; further: potency means the concentration at half of the fitted maximal effect; on the % scale 0 is the no-effect control and ±100 the full control effect; nearly all actives have a fitted effect of over 65% in size
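Rat TrxR1 (90 nM in the dispensed reagent) was pre-reduced with 400 uM NADPH for 5 min at room temperature, then incubated with compound for 15 min. After 400 uM selenite was added, NADPH fluorescence (Ex 340/Em 450 nm) was followed for 8 min.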
IDH1 R132H inh – human IDH1 R132H inhibition | O75874 | IDH1-R132H enzyme, NADPH consumption, diaphorase/resazurin fluorescence | Potency, µM (highest dose often 76.6 µM), for the others: at the top dose activity change, negative = inhibition, hits mostly inhibitors | 390,000 tested, 0.093% active | AID 602179; further: potency means the concentration at half of the fitted maximal effect; on the % scale 0 is the no-effect control and ±100 the full control effect; nearly all actives have a fitted effect of over 65% in size
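IDH1-R132H (0.5 ug/mL) preincubated 30 min with compound, then NADPH (0.016 mM) and alpha-KG (2 mM) added; 80 min at RT, pH 7.5. Remaining NADPH coupled via diaphorase/resazurin to fluorescence (540/590 nm); concentration-response curves normalized to no-enzyme control.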
Vif-APOBEC3G blk – Vif-A3G binding inhibition; Q9HC16; Potency, µM (doses to about 46.1 µM), without a hit: at the top dose activity, negative = active, usual class: inhibitors; HeLa A3G-eYFP + Vif (tagged APOBEC3G with the HIV-1 protein that degrades it), YFP fluorescence, overnight; 410,000 tested, 0.076% active;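 further: potency means the concentration at half of the fitted maximal effect; on the % scale 0 is the no-effect control and ±100 the full control effect; nearly all actives have a fitted effect of over 60% in size; hits raise eYFP signal because A3G escapes Vif-driven loss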
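Read-out is eYFP fluorescence (Ex 488/Em 500-530) from Vif-expressing HeLa A3G-eYFP cells; more signal means A3G escaped Vif-mediated degradation. Cells plated overnight, compound pinned in, incubated overnight at 37 deg C.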
RGS4 inh – blocks human RGS4-accelerated GTP hydrolysis; AID 504845; Transcreener GDP fluorescence polarization, RGS4-accelerated GTP hydrolysis; Potency, µM (series often up to 114 µM), inactives show at the top dose activity change, negative = inhibition, actives largely listed as inhibitors; 390,000 tested, 0.039% active; further: potency means the concentration at half of the fitted maximal effect; on the % scale 0 is the no-effect control and ±100 the full control effect; nearly all actives have a fitted effect of over 75% in size; some results filed as inactive show a strong effect at the top dose
Target sequence (P49798 whole entry, looked up): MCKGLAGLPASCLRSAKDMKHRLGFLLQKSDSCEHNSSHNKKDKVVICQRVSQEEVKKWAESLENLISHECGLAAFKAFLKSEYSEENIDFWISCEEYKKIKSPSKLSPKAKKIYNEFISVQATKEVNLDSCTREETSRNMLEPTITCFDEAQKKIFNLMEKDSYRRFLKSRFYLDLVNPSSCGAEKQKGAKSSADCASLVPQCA
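MLSMR compounds (23 nl, pin-transferred) preincubated 10 min at room temperature with a 500nM (2x) first reagent, then RGS4 at 900nM (2x) plus Transcreener GDP mix added; fluorescence polarization (620/688 nm) read before and after 90 min at 30 °C.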
USP1 inh – USP1/UAF1 (human) deubiquitinase inhibition; Potency, µM (titrated, usually from 57.1 µM), for inactives: top-dose activity change, negative = inhibition, actives largely listed as inhibitors; 390,000 tested, 0.23% active; recombinant USP1/UAF1, Ub-Rhodamine cleavage fluorescence; O94782; AID 743255; further: potency means the concentration at half of the fitted maximal effect; on the % scale 0 is the no-effect control and ±100 the full control effect; nearly all actives have a fitted effect of over 60% in size; inactives centre near -12
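USP1/UAF1 complex at 1 nM was preincubated with compound for 15 min at room temperature, then Ub-Rho substrate (150nM final) was added. Fluorescence (480/540 nm) was read kinetically, 6 reads every 60 seconds.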
Glioma ERSR ind – inducers of ER stress response in human glioma cells; U87-MG GRP78 promoter luciferase reporter, 16 h; Potency, µM, for the others: top-dose activation, most hits filed as activators; 420,000 tested, 0.02% active; AID 602332; further: potency means the concentration at half of the fitted maximal effect; series mostly up to about 76 µM; % of control where 0% means no effect; nearly all actives have a fitted effect of over 35% in size
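Stably transfected U87-MG glioma cells carrying a GRP78-based luciferase sensor; 16 h compound incubation. Luminescence end-point read 10 min after Bright-Glo addition at room temperature.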
* = called active by the depositor; ? = inconclusive; [ ] = remark or other dose. Unless noted, the call rests on the fitted dose curve; in most records, active means well fitted curve in the direction sought with a large enough effect; inconclusive means small, poorly fitted or top-dose-only effect, or another doubt; inactive means no such curve, though single readings can be large; an effect the other way counts as inactive or inconclusive. The list is partial (hit frequency here may not be typical).

entry	canonical_smiles	LDHA inh	Vif-A3F inh	TrxR1 substrate	rTrxR1 inhibitor	IDH1 R132H inh
1	CCn1c(COc2ccccc2)nnc1SCc1ccc(C#N)cc1	-0.2	0.0%	-3.5%[57.1 µM]	-19.1%[57.1 µM]	2.4%
2	CCOC(=O)N1CCN(C(=O)c2cccc(S(=O)(=O)Nc3ccc(OC)cc3)c2)CC1	-3.8	10.9%	-4.7%	-8.6%	2.7%
3	CCN(CC)CCCNc1nc2ccccc2c2[nH]c3ccc(OC)cc3c12	-5.6	8.2%	4.3%[11.4 µM]	3.0%[11.4 µM]	7.0%
4	O=C1CCC(/C=C/c2ccccc2)=NN1Cc1ccccc1	-5.8	-2.3%	-6.8%	6.3%[57.1 µM]	9.6%
5	O=C(Nc1ccc2c(c1)OCO2)c1cc(-c2cccc(Cl)c2)on1	9.4	-9.4%	6.6%	28.7%	-7.5%
6	Cc1ccc(-c2nnc(NC3CCCCC3)c3ccccc23)cc1S(=O)(=O)N1CCN(C)CC1	8.5	4.3%	6.9%	11.3%	0.1%
7	CCc1c(-c2ccccc2)nc2ccccc2c1C(=O)NCc1ccc(C)cc1	-9.1	3.2%	-4.4%[57.1 µM]	11.2%[57.1 µM]	-6.1%
8	COc1ccc(C(=O)Nn2c(SCc3cccc([N+](=O)[O-])c3)nc3ccccc3c2=O)cc1	-10.9	10.1%	-9.6%	-4.1%	4.1%
9	CCC1CCCCN1CCNC(=O)c1[nH]c(C)c(C(C)=O)c1C (stereo not given)	-2.8	-2.8%	-5.7%	-10.4%	0.0%
10	OC(Cc1cccnc1)(c1ccccc1)c1ccccc1	-3.0	9.2%	13.9%[57.1 µM]	5.9%[11.4 µM]	2.4%

entry	Vif-APOBEC3G blk	RGS4 inh	USP1 inh	Glioma ERSR ind
1	-2.3%	6.5%	6.4%	-3.1%
2	0.5%	-8.1%	-16.2%	-3.7%
3	-6.6%	-32.7%	-22.2%	-13.9%
4	-0.2%	24.6%	1.5%	-5.2%
5	0.5%	5.0%	-4.2%	1.3%
6	0.6%	-7.0%	-12.9%	-3.8%
7	0.4%	26.1%	?	-4.1%
8	0.1%	-1.2%	-15.2%	-9.9%
9	-0.7%	20.7%	-13.1%	-5.1%
10	-2.3%	-5.7%	-18.7%	-4.3%

(listing goes on)
entry	canonical_smiles	LDHA inh	Vif-A3F inh	TrxR1 substrate	rTrxR1 inhibitor	IDH1 R132H inh
11	COc1cc(/C=C/C(=O)OCC(=O)N2CCCc3ccccc32)ccc1O	-1.8	-3.3%	-5.3%	-14.1%[57.1 µM]	8.8%
12	Fc1cc(NC(=S)NCc2ccc(CNC(=S)Nc3ccc(Cl)c(F)c3)cc2)ccc1Cl	-16.1	-28.7%	-0.6%	8.7%	-5.4%
13	COc1ccccc1NC(=O)c1cc[n+]([O-])cc1	-4.5	-1.8%	-3.4%	8.1%	2.0%
14	COc1cccc(CNC(C)C(=O)Nc2ccc3c(c2)OCCO3)c1 (stereo not given)	-19.2	9.8%	6.1%	9.0%[57.1 µM]	-7.3%
15	O=C(Nc1ncc(Cl)cn1)c1cccs1	-2.4	-2.8%	-10.8%[57.1 µM]	15.6%	13.0%
16	CCOc1cc(-c2ccc(OC(=O)c3ccccc3)c(OC)c2)cc(=O)c2c(C)oc(C)c12	5.1	-1.6%	-9.0%	-18.2%	10.3%
17	N=c1c(C(=O)NC2CCCCC2)cc2c(=O)n3ccccc3nc2n1Cc1cccnc1	-1.6	-11.0%	634.2%[activator]	54.0%[activator]	6.0%
18	CSCCC(NC(=O)/C(=C/c1ccco1)NC(=O)c1ccc(Br)o1)C(=O)O (stereo not given)	6.3	-3.8%	-4.6%	-13.7%	-1.2%
19	O=C(c1cc(COc2ccc(F)cc2F)on1)N1CC[C@@H]2CCCC[C@H]2C1	1.4	-6.2%	-15.1%	-3.8%	6.3%
20	COC(=O)C1=C(CSc2nnnn2C)NC(=O)NC1c1cc(C)ccc1C (stereo not given)	1.0	3.5%	14.2%[57.1 µM]	18.3%[57.1 µM]	0.3%

entry	Vif-APOBEC3G blk	RGS4 inh	USP1 inh	Glioma ERSR ind
11	-3.5%	8.6%	-2.8%	-0.5%
12	-10.8%	-16.0%	-24.0%	17.7%
13	-2.8%	6.1%	7.6%	-1.3%
14	0.4%	-34.4%	-9.6%	3.8%
15	-6.1%	-19.4%	-21.9%	-0.7%
16	-4.3%	-15.1%	?	-0.2%
17	-0.9%	-7.9%	?	-0.4%
18	-0.3%	0.7%	-10.3%	-3.5%
19	-0.1%	-0.6%	-20.5%	-3.2%
20	-0.3%	?	-1.1%	-4.9%

Further results follow:
entry	canonical_smiles	LDHA inh	Vif-A3F inh	TrxR1 substrate	rTrxR1 inhibitor	IDH1 R132H inh
21	CCc1noc(C)c1C(=O)NNC(=O)c1cc(OC)cc(OC)c1	-3.2	3.4%	0.7%	9.1%	-5.0%
22	COc1ccc(NC(=O)NNC(=O)COc2ccc3cc(Br)ccc3c2)cc1	-6.7	-1.7%	-0.2%	12.9%	0.0%
23	Cc1ccc(/C=C/S(=O)(=O)NCC(=O)OCC(=O)Nc2c(F)cccc2F)cc1	-2.9	-40.4%	-2.6%	31.6µM*	-0.1%
24	COc1ccc(S(=O)(=O)N2CCOCC2)cc1NC(=O)CCNC(=O)c1ccc([N+](=O)[O-])cc1	1.0	3.0%	-2.0%	18.5%	10.2%
25	O=C(NC1CCCCC1)N1CCc2ccccc21	-3.9	-5.6%	3.1%	7.4%	2.0%
26	O=C(CNC(=O)c1ccccc1)OCC(=O)c1ccc(Cl)s1	-8.4	-28.4%	-4.7%	-1.0%	-22.9%
27	CC(C)[C@H]1COC(NC2=N[C@@H](C(C)C)CO2)=N1	-0.9	-0.6%	7.5%	23.2%	-6.7%
28	CCCc1nc(SCC(=O)N2CCCC2)c2ccccc2n1	-1.9	-3.7%	-6.5%	-9.2%	0.0%
29	O=C(COC(=O)C1CCN(C(=O)c2ccc(Cl)cc2)CC1)NC1CCS(=O)(=O)C1 (stereo not given)	0.3	1.9%	-1.5%	10.1%	4.8%
30	C=CCOC(=O)C1=C(C)NC(SC)=C(C#N)C1c1cccs1 (stereo not given)	-4.0	-8.8%	-5.2%	-11.1%	-4.7%

entry	Vif-APOBEC3G blk	RGS4 inh	USP1 inh	Glioma ERSR ind
21	12.8%	-10.1%	-19.4%	-7.1%
22	-2.4%	-8.2%	-16.7%	2.9%
23	2.0%	0.8%	-0.5%	2.2%
24	-7.3%	7.1%	-4.3%	1.7%
25	-1.2%	-9.9%[11.4 µM]	-25.8%	4.7%
26	0.8%	-7.6%	0.9%	-2.3%
27	3.4%	-5.3%	-26.0%	-1.1%
28	-4.6%	?	-10.9%	-6.8%
29	0.4%	12.3%	4.0%	-5.9%
30	-26.9%	-10.9%	-16.3%	-4.4%

(cont.)
entry	canonical_smiles	LDHA inh	Vif-A3F inh	TrxR1 substrate	rTrxR1 inhibitor	IDH1 R132H inh
31	CCCC(=O)N(c1ccc2oc3c(c2c1)CCCC3)S(=O)(=O)c1cc(C)ccc1C	1.9	-2.1%	7.1%	17.7%	-3.2%
32	Cc1ccc(S(=O)(=O)Nc2ccnc(-c3cccnc3)n2)cc1	-0.5	-22.6%	6.0%[11.4 µM]	23.5%[11.4 µM]	2.2%
33	CCOc1cccc(CN2CCN(CCCc3ccccc3)C(CCO)C2)c1O (stereo not given)	2.0	-4.4%	4.0%	-2.1%	4.7%
34	COc1cc(CNCc2ccccn2)ccc1OCC(N)=O	-13.5	-10.3%	11.9%	23.4%	4.8%
35	COc1ccccc1CC(=O)Nc1nc(-c2ccc(F)c(F)c2)cs1	-6.3	8.1%	-3.9%	5.4%	4.1%
36	COC(=O)c1c(SCC(=O)Nc2cccc(Cl)c2C)[nH]c2ccccc2c1=O	4.0	5.3%	-2.0%[57.1 µM]	12.8%[57.1 µM]	-18.7%

entry	Vif-APOBEC3G blk	RGS4 inh	USP1 inh	Glioma ERSR ind
31	-2.0%	-18.4%	-16.9%	-4.2%
32	-0.1%	-11.1%	-1.3%	-2.6%
33	-7.2%	-3.8%	-16.5%	-1.2%
34	-4.6%	6.0%	?	-3.6%
35	0.6%	2.2%	-20.3%	1.1%
36	2.3%	-23.8%	-19.8%	-2.1%

Compound profiles (already shown). Screens in order: LDHA inh	Vif-A3F inh	TrxR1 substrate	rTrxR1 inhibitor	IDH1 R132H inh	Vif-APOBEC3G blk	RGS4 inh	USP1 inh	Glioma ERSR ind
Listed for `COc1cc(CNCc2ccccn2)ccc1OCC(N)=O` = -13.5	-10.3%	11.9%	23.4%	4.8%	-4.6%	6.0%	?	-3.6%
Listed for `COc1ccccc1CC(=O)Nc1nc(-c2ccc(F)c(F)c2)cs1` = -6.3	8.1%	-3.9%	5.4%	4.1%	0.6%	2.2%	-20.3%	1.1%

Screens from PubChem BioAssay.
